C2C12 statin: protects C2C12 myotubes from simvastatin toxicity. 330,000 compounds, 0.78% hits. ATP luminescence, 48 h; scaled: DMSO 0, geranylgeraniol control 100. rescue of ATP level, % at 7.49 µM. AID 602340;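 active means mean ATP rescue above about 67%, or every replicate alone reaching that limit, limit read from the data, passing the limit was not always enough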;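 further: myotubes were challenged with 10 µM simvastatin during compound exposure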
PglD DTNB: inhibitors of Campylobacter jejuni PglD acetyltransferase; purified PglD enzyme, DTNB colorimetric CoA detection; inhibition, % at 12.5 µM; 360,000 compounds, 0.098% hits; AID 602405; in the data active means inhibition above about 16%, passing the limit was not always enough; further: strong numbers were not always called active
GSIS activator: primary screen for activators of insulin secretion dependent on glucose, INS-1E cells, GLuc reporter luminescence; INS-1E GLuc reporter insulin secretion, 2-3 h; activation, % at 16.6 µM; 370,000 compounds, 0.61% hits; AID 743287;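 active means lowest replicate activation of at least 40%, so every replicate reaches that level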;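 further: 0% = median of neutral control wells and 100% = median of IBMX positive control wells; some compounds called inactive have numbers as strong as hits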
PGC1a acetyl inh: PGC1a acetylation modulation, inhibitor mode. 350,000 compounds, 0.17% hits. U2OS PGC1a acetylation, AlphaScreen anti-acetyl-lysine; with virally co-expressed GCN5 acetyltransferase. inhibition, % at 15.6 µM;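 active means every replicate shows inhibition of at least 40%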;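 further: 0% = neutral control wells and 100% = positive control wells; some results beyond the cut were filed as inactive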
CFTR F508del cor: CFTR F508del correction in bronchial cells. 350,000 compounds, 0.36% hits. activity (quench increase), % at 7.58 µM. CFBE cells, YFP halide quenching; stimulated with forskolin plus potentiator P3; % fluorescence drop versus neutral controls;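 active means mean added fluorescence quench of at least 8% versus neutral control, with both replicates also reaching 8%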;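 further: cells transiently co-express mutant CFTR-F508del with the halide-sensitive YFP; corrector assay measuring rescue of mutant channel to the surface after 24 h compound exposure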
Cneo AK release: causes C. neoformans cell lysis; adenylate kinase release luminescence, 4 h; normalised: neutral wells 0, clomiphene wells 100; lysis activity, % at 15 µM; 360,000 compounds, 0.2% hits;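 active means mean lysis activity across replicates of at least 80%, whatever share of replicates individually reach that level; inactive means mean lysis activity below 80%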
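Test system: log-phase Cryptococcus neoformans yeast cells. Input: 5 × 10^6 yeast cells/mL. Medium: fresh YPD growth medium. Doses: single dose. Incubation: static 4 h at 37 °C with compound, 1 h detection. Measured by: luminescent adenylate kinase detection reagent. Read-out: signal increase indicating cell lysis. Benchmarks: Clomiphene.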
miR122 inh: inhibitors of miR-122 in Huh7 cells; Huh7 miR-122 Renilla luciferase sensor, 48 h; neutral wells = 0, positive control = 100; activation (reporter increase), % at 12.5 µM; 340,000 compounds, 0.3% hits;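 active means mean replicate activation score at least 90 and every replicate individually at or above 90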;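 further: higher luciferase means less miR-122 activity so hits act as miR-122 inhibitors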
FN deposition inh: fibronectin deposition inhibition | AH1F fibroblasts, Alexa488-fibronectin deposition fluorescence, overnight | 350,000 compounds, 0.086% hits | inhibition, % at 12.6 µM;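 active means mean inhibition across replicates of 30% or more, regardless of how many single replicates reach that level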;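 further: positive control wells lacked labelled fibronectin entirely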
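material = AH1F fibroblast monolayer depositing Alexa488-labelled fibronectin into matrix | amount = 10000 AH1F cells/well | buffer or medium = DMEM plus 2% serum, read in PBS | incubation = 1 h cell adhesion before compound, then overnight fibronectin incubation | detection = fluorescence at 485 nm excitation, 525 nm emission | evaluation = percent inhibition as loss of matrix-bound fibronectin fluorescence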
Numbers without * were called inactive; nt = no result given; [ ] = remark or other dose.

SMILES | C2C12 statin | PglD DTNB | GSIS activator | PGC1a acetyl inh | CFTR F508del cor | Cneo AK release | miR122 inh | FN deposition inh
O=C(CC[C@H]1O[C@@H](n2ccc(=O)[nH]c2=O)[C@H](O)[C@@H]1O)N[C@H](Cc1ccccc1)C(=O)NCc1ccco1 | -9 | 0 | 17 | 14 | -2.2 | 0 | -5 | -3
COc1ccc(C(=O)N/C(=C/c2ccccc2F)C(=O)NCCN2CCOCC2)cc1OC | 2 | -1 | -4 | 2 | 1.3 | 0 | 3 | -4
Cc1cc(C(=O)OCC(=O)NC(=O)NC(C)(C)C)c(C)o1 | 7 | 1 | nt | 3 | nt | -1 | 2 | nt
CC1CCCC(NC(=O)COC(=O)C2=COCCO2)C1C (stereo unspecified) | -4 | -8 | nt | -4 | 2.0 | 3 | -8 | 2
COC(=O)c1ccc(CN(C)S(=O)(=O)c2ccc(C)cc2)o1 | 3 | 3 | nt | 2 | nt | 0 | 10 | -11
CN(C)/C=N/c1cc(=O)[nH]c(=O)n1CC1CC1 | 4 | -13 | -1 | 3 | -0.1 | 0 | 17 | 4
C[C@@H]1CN([C@H](C)CO)S(=O)(=O)c2ccc(-c3cccc(C#N)c3)cc2O[C@H]1CN(C)Cc1ccccn1 | -132 | -4 | -6 | -7 | 2.1 | -6 | 4[16.7 µM] | 23
CC(=O)c1ccc(NS(=O)(=O)c2cccc(C)c2)cc1 | 8 | -1 | -9 | 4 | nt | 0 | nt | 2
CN1CCN(C(=O)Cn2c(C(F)(F)F)nc3ccccc32)CC1 | nt | 5 | nt | 15 | nt | -1 | -2 | -2
Clc1ccccc1OCc1nc(-c2ccc(Br)o2)no1 | -40 | -6 | 2 | -13 | 0.6 | -9 | 7 | 12
COc1cc(OC)c(C(=O)Nc2cccnc2)cc1OC | -7 | 1 | 31 | -2 | -4.3 | -1 | -1 | 4
C[C@@H]1CN([C@H](C)CO)C(=O)Cc2cc(NC(=O)Cc3ccccc3)ccc2O[C@H]1CN(C)S(C)(=O)=O | -14 | -1 | 22 | 12 | 1.5 | -2 | 4[16.7 µM] | nt
COc1ccc(S(=O)(=O)Nc2ccc3c(c2)CC(=O)N([C@H](C)CO)C[C@@H](C)[C@H](CN(C)CC2CC2)O3)cc1 | -22 | -3 | 2 | -6 | 3.6 | -9 | -1[16.7 µM] | -10
C=C1C(=O)OC2C1CCC(C)C1C=CC(=O)C12C (stereo unspecified) | 21 | nt | 1 | nt | -6.6 | nt | 3 | 9
O=C(COc1cccnc1[N+](=O)[O-])Nc1cccc(S(=O)(=O)N2CCCCC2)c1 | nt | 3 | 10 | 9 | nt | 0 | 11 | 0
O=S(=O)(Nc1cccc(-c2ccc(N3CCCCCC3)nn2)c1)c1ccccc1Cl | -16 | 1 | 3 | nt | 0.6 | -3 | nt | 15
CC(=O)N1[C@@H]2Cn3c(cccc3=O)[C@H]1[C@@H](C(=O)NCc1ccc(F)cc1)[C@@H]2CO | 8 | 3 | 12 | 0 | 1.4 | -1 | 2[16.7 µM] | nt
NS(=O)(=O)c1cccc(NC(=O)c2cccc(N3C(=O)c4ccccc4C3=O)c2)c1 | 7 | -2 | -11 | 29 | -3.2 | -2 | nt | 11
CCN1CCN(C(=O)/C=C\C(=O)O)CC1 | -5 | 4 | nt | -2 | nt | -2 | -6 | nt
COc1ccc(N2CCN(C(=S)NCCc3ccccc3)CC2)cc1 | 2 | 6 | nt | -10 | nt | -2 | 36 | 10
O=C(C[C@@H]1CC[C@@H]2[C@H](COC[C@H](O)CN2Cc2cccc(-c3ccncc3)c2)O1)N1CCOCC1 | 7 | -5 | -4 | -1 | 4.4 | 0 | 2[16.7 µM] | -5
COc1ccc(NC(=O)Cn2nnc(C(=O)Nc3ccccc3C)c2N)cc1 | nt | nt | 6 | -3 | -2.1 | nt | nt | -35
CCN(C(=O)COC(=O)CCCOc1ccc(Cl)cc1C)c1c(N)n(Cc2ccccc2)c(=O)[nH]c1=O | 3 | -2 | 1 | 0 | -1.5 | 0 | 4 | 5
COc1cc(C(=O)O/N=C2\CCCc3c2ccc(OC)c3[N+](=O)[O-])cc(OC)c1OC | 11 | 0 | nt | -16 | nt | 1 | 3 | nt
O=C(NCCC(=O)N1CCCCC1)c1ccc(Br)cc1 | 2 | -2 | -5 | -4 | 0.4 | -1 | 1 | nt
CCOc1ccccc1NC(=O)C(OC(=O)c1ccc(NC(=O)CC#N)cc1)c1ccccc1 (stereo unspecified) | nt | nt | 14 | 10 | 4.8 | nt | 0 | -7
O=C(CCS(=O)(=O)c1ccccc1)NC12CC3CC(CC(C3)C1)C2 | 10 | 4 | nt | -4 | nt | -4 | -2 | -3
CCc1cc2c(=O)[nH]c(-c3ccccn3)nc2s1 | nt | 1 | 3 | 2 | nt | -2 | 5 | 19
C[C@H](CO)N1C[C@H](C)[C@H](CN(C)CC2CCCCC2)Oc2c(NC(=O)c3ccc(-c4nccs4)cc3)cccc2C1=O | -21 | 2 | 4 | -22 | -1.2 | -1 | 87[16.7 µM] | nt
Cc1cccc(-n2c(C)cc(C=C3C(=O)c4ccccc4C3=O)c2C)c1 | -1 | -3 | 8 | -2 | nt | -5 | 2 | nt
C=C1C2(C(=O)NCc3ccco3)CCC(C2)C1(C)C (stereo unspecified) | -4 | -8 | nt | 10 | nt | 0 | -15 | nt
C=CCOc1ccccc1/C=N/NC(=O)c1ccc(Cl)cc1Cl | 1 | 2 | -18 | 9 | nt | 0 | -4 | 5
CCn1c(SCC#N)nc2ccccc2c1=O | nt | -1 | 38 | 11 | -0.2 | 1 | 0 | 7
CN(C(=O)c1ccc(OC2CCN(CCc3ccccc3)CC2)cc1)C1CCCCC1 | nt | nt | -34 | 0 | -0.4 | nt | nt | 6
COc1ccc(CCNS(=O)(=O)c2cc(/C=C/C(=O)O)ccc2C)cc1OC | nt | nt | 3 | 0 | 0.3 | nt | nt | 5
O=[N+]([O-])c1cc(Cl)cc(/C=N/NC(=S)Nc2cc(S(=O)(=O)N3CCOCC3)ccc2Cl)c1O | 7 | nt | -22 | -8 | 0.3 | nt | 0 | 8
CCc1nc2ccc(C(=O)N(C)CCCN(C)C)cn2c1N(C)C(=O)C1CCCCC1 | 2 | 2 | nt | 6 | 2.2 | 2 | -1 | 1
C[C@H](CO)N1C[C@H](C)[C@@H](CN(C)C(=O)c2cnccn2)Oc2cc(C3=CCCC3)ccc2S1(=O)=O | 21 | -3 | 2 | -4 | -3.2 | 1 | 43[16.7 µM] | 1
C[C@H]1CN([C@@H](C)CO)C(=O)c2c(c3ccccc3n2C)-c2ccccc2CO[C@@H]1CN(C)C(=O)[C@H](Cc1ccccc1)N(C)C | nt | 1 | 8 | 10 | 0.0 | -3 | nt | -8
Cc1cccc(C(=O)N2CCN(S(=O)(=O)c3ccc4c(c3)OCCCO4)CC2)c1[N+](=O)[O-] | -8 | 1 | -10 | -4 | -2.5 | -4 | 0 | nt
CCOc1ccccc1N(CC(=O)Nc1ccccc1F)S(=O)(=O)c1ccccc1 | 4 | 2 | -4 | -19 | -3.5 | 1 | 22 | -4
CC(=O)NCCc1ccc(S(=O)(=O)Nc2ccc(NC(=O)c3ccc(F)cc3)cc2)cc1 | -8 | -3 | -6 | nt | -0.8 | 5 | nt | -4
O=C(/C=C\Nc1ccc2c(c1)OCO2)c1ccccn1 | -28 | -4 | nt | -8 | nt | -7 | 3 | nt
O=C(CSc1n[nH]c(-c2ccncc2)n1)Nc1ccc(Cl)cc1 | 10 | nt | -21 | nt | -0.1 | nt | -14 | 12
CS(=O)(=O)/C(C#N)=C/c1cccn1S(=O)(=O)c1cccc2ccccc12 | 2 | 7 | 8 | -10 | -1.1 | 2 | 0 | -6
CCN(CC)Cc1cc2[nH]c3c4ccc(Cl)cc4ncc3c2cc1OC | 6 | -10 | 12 | 17 | 1.4 | 3 | 6 | -1
CC(=O)N1CCCCN2[C@H](C1)[C@@H](c1ccc(-c3cccc(C)c3)cc1)[C@@H]2CO | nt | -1 | -14 | -1 | -0.6 | 54 | 25[16.7 µM] | nt
CN1N=C(C(=O)N2CCN(c3ccc([N+](=O)[O-])cc3)CC2)CCC1=O | 4 | nt | -2 | nt | nt | nt | -8 | -2
CCOc1ccccc1C(=O)NC1CCN(CC(=O)Nc2cc(OC)ccc2OC)CC1 | -18 | 2 | -18 | nt | 0.4 | 0 | 0 | -15
C[C@@H]1CN([C@@H](C)CO)C(=O)c2cccc(NS(=O)(=O)c3ccc(Cl)cc3)c2O[C@@H]1CN(C)C | -12 | 4 | 2 | 5 | -0.3 | -1 | 2[16.7 µM] | 2

(continued)
SMILES | C2C12 statin | PglD DTNB | GSIS activator | PGC1a acetyl inh | CFTR F508del cor | Cneo AK release | miR122 inh | FN deposition inh
O=C(c1cccc(Cl)c1)N1CCN(Cc2c[nH]c3ccccc23)CC1 | 1 | nt | -18 | 13 | -3.0 | nt | 5 | 0
N#CCCNS(=O)(=O)c1ccc(C(=O)OCC(=O)Nc2ccc3c(c2)OCO3)cc1 | 6 | -1 | 10 | 7 | 4.7 | 4 | nt | 2
O=C(CN1CCN(CC(=O)c2ccccc2)CC1)c1ccccc1 | -4 | 3 | nt | -27 | -0.5 | -1 | 0 | 15
CCOC(=O)c1sc(NC(=O)c2cccc(S(=O)(=O)N3CCc4ccccc43)c2)c(C#N)c1C | -52 | 8 | -49 | 4 | 3.4 | -4 | 2 | 1
CCOC(=O)c1c(-c2ccccc2)oc2ccc(OC(C)C(=O)O)cc12 (stereo unspecified) | 13 | 0 | 12 | -4 | -3.1 | -1 | 1 | -7
CCCn1nc2ccccc2c1P(=N)(N1CCOCC1)N1CCOCC1 | 21 | nt | 0 | 9 | nt | nt | 0 | 14
CCC(C)[C@H](NC(=O)[C@H](Cc1ccccc1)n1c(=O)[nH]c2ccccc2c1=O)C(=O)NCC1CCC(C(=O)O)CC1 (stereo partly specified) | 2 | -7 | 0 | 2 | 1.1 | -1 | -6 | nt
CC=Cc1ccc2n(c1=O)C[C@H]1[C@H](CO)[C@@H](C(=O)NC3CCCC3)N(Cc3ccncc3)[C@@H]21 (mixture of isomers) | 16 | 3 | 0 | nt | nt | 44 | nt | nt
Cn1cccc1CC(=O)N/N=C/c1ccc([N+](=O)[O-])cc1 | nt | 1 | nt | -7 | -4.7 | -2 | -7 | 0
CO[C@H]1CN(C)C(=O)c2ccc(NC(=O)C3CC3)cc2OC[C@@H](C)N(C(=O)C2CCOCC2)C[C@@H]1C | -2 | -3 | 26 | nt | 0.2 | -1 | 2[16.7 µM] | 7
CCN(CC(=O)NCC(=O)Nc1ccc(Br)cc1C)Cc1ccccc1 | 13 | -2 | -5 | -8 | 1.6 | nt | -2 | 8
COC(=O)Cn1nc(-c2ccc(C)c(S(=O)(=O)N(C)C)c2)c2ccccc2c1=O | 7 | 3 | nt | -4 | nt | 2 | 3 | 0
CC(=O)Nc1ccc(S(=O)(=O)NCCC(=O)N2CCN(C(c3ccccc3)c3ccccc3)CC2)cc1 | 22 | -2 | -38 | nt | -2.7 | 1 | 3 | 3

Full records, looked up by structure.
CO[C@H]1CN(C)C(=O)c2ccc(NC(=O)C3CC3)cc2OC[C@@H](C)N(C(=O)C2CCOCC2)C[C@@H]1C in the list: C2C12 statin: -2; PglD DTNB: -3; GSIS activator: 26; PGC1a acetyl inh: nt; CFTR F508del cor: 0.2; Cneo AK release: -1; miR122 inh: 2[16.7 µM]; FN deposition inh: 7
CC=Cc1ccc2n(c1=O)C[C@H]1[C@H](CO)[C@@H](C(=O)NC3CCCC3)N(Cc3ccncc3)[C@@H]21 (mixture of isomers) in the list: C2C12 statin: 16; PglD DTNB: 3; GSIS activator: 0; PGC1a acetyl inh: nt; CFTR F508del cor: nt; Cneo AK release: 44; miR122 inh: nt; FN deposition inh: nt
